Bioassay records: PubChem BioAssay, several laboratories
PPARg SRC-3 ag: PPARgamma-driven SRC-3 recruitment agonism. P37231. biochemical PPARgamma/SRC-3 coactivator recruitment assay. activation, % at 8 µM. 0.26% of 200,000 active. AID 731; in the data active = activation above about 23%;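 note: 0% = DMSO and 100% = reference agonist; some compounds past the cut are filed as inactive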
Target sequence (P37231 whole entry, looked up): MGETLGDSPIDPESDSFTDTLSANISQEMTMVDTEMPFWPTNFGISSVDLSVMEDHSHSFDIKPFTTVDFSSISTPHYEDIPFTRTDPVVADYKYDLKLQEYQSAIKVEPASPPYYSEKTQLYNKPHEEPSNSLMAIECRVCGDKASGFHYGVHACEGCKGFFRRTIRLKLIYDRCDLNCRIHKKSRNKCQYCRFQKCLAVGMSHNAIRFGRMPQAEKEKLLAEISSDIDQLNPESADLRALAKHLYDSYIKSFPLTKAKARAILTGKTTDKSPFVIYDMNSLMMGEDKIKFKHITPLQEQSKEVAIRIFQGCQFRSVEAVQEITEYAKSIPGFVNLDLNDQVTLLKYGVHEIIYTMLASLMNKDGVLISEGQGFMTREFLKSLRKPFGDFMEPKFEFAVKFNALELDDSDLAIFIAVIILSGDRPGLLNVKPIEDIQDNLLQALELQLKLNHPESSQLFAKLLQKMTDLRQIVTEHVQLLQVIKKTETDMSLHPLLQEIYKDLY
Diaph inh CS: inhibits diaphorase or chemically oxidizes, flagging diaphorase assay artifacts | diaphorase resazurin-to-resorufin fluorescence, NADH, 16 min; bacterial (C. kluyveri) enzyme, not human | inhibition, % at 20 µM | 0.69% of 190,000 active | AID 1217;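 active = primary screen inhibition at 20 µM above a set limit, cut at about 50% in these data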;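 note: plate controls were DMSO with full reaction for no effect and wells lacking NADH for full effect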
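Benchmarks: positive control wells lacking NADH, neutral wells with DMSO only. System: bacterial diaphorase enzyme (C. kluyveri). Input: 0.14 U/mL diaphorase, enzyme working solution. Detection: resorufin fluorescence, excitation 544 nm, emission 590 nm. Times: 16-min room-temperature incubation before reading.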
TR-FRET SRC-2 ct: counter-screen for PPARgamma SRC-2 recruitment agonists: TR-FRET artefact; stronger effect = higher value; TR-FRET ratio at 8 µM; 0.4% of 200,000 active; in the data active = TR-FRET ratio above about 2000; note: inactives centre near 1500
Diaphorase act: diaphorase activation or chemical reduction counter-screen; Diaphorase/resazurin coupled assay, resorufin fluorescence, 16 min; stronger effect = higher value; 1 = vehicle wells, 0 = NADH-free wells; 0.005% of 190,000 active; activation factor at 20 µM;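 active = diaphorase activity raised at least twofold by the compound at 20 µM; inactive = activation factor below 2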
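test system = bacterial diaphorase enzyme (C. kluyveri) | quantity = enzyme 0.07 U/mL final | reagent = NADH substrate 0.114 mM plus resazurin dye 0.1 mM, final | incubation = 16 min enzyme reaction, ambient temperature | buffer or medium = HEPES pH 7.4 buffer with MgCl2 and Tween 20 | signal = fluorescence of resorufin, 544 nm excitation, 590 nm emission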
PPARg SRC2 recr: agonists of SRC-2 recruitment by human PPARgamma | AID 1032 | PPARgamma LBD-SRC-2 recruitment, biochemical | activation, % at 8 µM | 0.34% of 200,000 active; in the data active = activation above about 22%;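 note: 0% = vehicle and 100% = reference agonist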
G6PDH CS: inhibits Leuconostoc G6PDH, flagging false hits in G6PDH-based assays; AID 1020; inhibition, % at 5 µM; Purified L. mesenteroides G6PDH, diaphorase/resazurin coupled fluorescence, 45 min; 0.12% of 200,000 active; in the data active = inhibition above about 50%
PMI act hi M6P: PMI (human) activation, high substrate; P34949; activation factor at 20 µM; 0.34% of 190,000 active; coupled PMI enzyme assay, resazurin fluorescence, 20 min; stronger effect = higher value; 1 = untreated enzyme, 0 = substrate-free blank;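 active = activation factor of 2 or more at 20 µM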
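Technique: Diaphorase-driven resazurin-to-resorufin fluorescence, excitation 544, emission 590 nm | Assay system: Human PMI in coupled enzyme assay | Times: Enzyme reaction with compound 20 min at room temperature | Medium: HEPES-buffered pH 7.4 with magnesium and detergent | Reagent: Mannose-6-phosphate 1.0 mM (near-saturating) plus 0.22 mM NADP+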
S1P3 antagonist: antagonists of human S1P3 receptor | 0.27% of 170,000 active | CHO S1P3 NFAT-BLA reporter, FRET fluorescence, antagonist mode | inhibition, % at 4.98 µM | Q99500;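 active = inhibition above the plate cutoff, the mean inhibition of test wells on that plate plus 3 SD, cut at about 28% in these data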;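 note: cells challenged with S1P at its EC80 of 0.8 µM; blue over green emission ratio from cleaved BLA substrate after 4 h stimulation; 0% = S1P-stimulated wells and 100% = unstimulated DMSO-only wells; some compounds past the cut are filed as inactive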
ROMK mod: modulates human ROMK potassium channel activity; P48048; Tet-inducible ROMK, thallium flux fluorescence; actives lie on both sides; B-score at 10 µM; 2% of 130,000 active;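 active = signal ratio slope over the read window, or its plate-corrected B-score, at least 3 SD from the plate mean, either direction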;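 note: B-score of the F/F0 ratio slope over 7 to 12 s after thallium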
Target sequence (P48048 whole entry, looked up): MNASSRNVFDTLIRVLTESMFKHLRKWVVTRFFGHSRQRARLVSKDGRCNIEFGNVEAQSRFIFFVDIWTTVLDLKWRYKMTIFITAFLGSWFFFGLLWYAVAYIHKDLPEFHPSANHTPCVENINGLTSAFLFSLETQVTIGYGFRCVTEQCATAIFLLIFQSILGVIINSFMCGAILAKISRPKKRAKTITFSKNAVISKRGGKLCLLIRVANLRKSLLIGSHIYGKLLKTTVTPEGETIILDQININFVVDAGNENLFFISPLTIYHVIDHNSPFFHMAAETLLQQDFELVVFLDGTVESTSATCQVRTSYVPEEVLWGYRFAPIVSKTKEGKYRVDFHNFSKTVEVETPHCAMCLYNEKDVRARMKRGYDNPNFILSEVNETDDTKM
PPARg SRC1 recr: agonists of human PPARgamma SRC-1 coactivator recruitment; PPARgamma-SRC-1 coactivator recruitment biochemical assay; activation, % at 8 µM; 0.41% of 200,000 active; P37231; in the data active = activation above about 19%;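 note: 0% = DMSO and 100% = reference agonist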
PMI act: increases human mannose-6-phosphate isomerase activity; P34949; purified human PMI, coupled resazurin fluorescence, 20 min; stronger effect = higher value; 1 = vehicle control, 0 substrate-free wells; activation factor at 20 µM; 0.005% of 190,000 active; AID 1214;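 active = activation factor of 2 or more at 20 µM, relative to plate controls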
Numbers without * were called inactive; . = no result given.

SMILES,PPARg SRC2 recr,S1P3 antagonist,PMI act hi M6P,Diaph inh CS,G6PDH CS,PMI act,Diaphorase act,ROMK mod,PPARg SRC-3 ag,TR-FRET SRC-2 ct,PPARg SRC1 recr
COc1ccc(N2CCN(C(=O)CCNS(=O)(=O)c3ccc(Br)s3)CC2)cc1,4.9,-0.4,0.9,31.7,-15.0,0.8,0.7,.,-8.3,1677,7.0
O=C(Oc1cc(Cl)ccc1Cl)c1ccc(N2CCOCC2)c([N+](=O)[O-])c1,2.9,-2.9,0.9,26.1,-1.8,0.9,0.7,-0.297,1.9,1561,-1.9
O=C(CSCc1c(F)cccc1Cl)NCc1cccnc1,0.9,-2.2,1.1,-0.4,13.6,1,1,.,3.1,1560,4.4
O=C(O)CCc1ccc(-c2ccccc2)n1NC(=O)c1sc2ccccc2c1Cl,3.0,.,1,11.8,8.8,1,0.9,-0.398,-1.9,1454,-4.0
Cc1cccc(C)c1OCC(O)CNC(C)(C)C (centres undefined),-1.7,.,1,7.6,5.0,1,0.9,.,-1.8,1461,-3.4
COc1ccc(C)cc1N(CC(N)=O)S(=O)(=O)c1ccc(C)cc1,1.0,3.0,1,5.3,4.9,1.1,0.9,.,-1.2,1539,1.3
Cc1cc(C)c(C)c(C(=O)CSc2nnc(-c3ccc4[nH]c(C)c(C)c4c3)o2)c1C,10.4,.,1,3.5,-5.9,1,1,-0.25,10.8,1418,8.9
O=C(C1CCCN1C(=O)c1cccs1)N1CCc2ccccc21 (centres undefined),8.3,3.1,0.7,16.4,11.3,0.9,0.8,.,14.5,1410,-3.4
CC1CCCCN1CC(=O)Nc1ccc2c(c1)OC(F)(F)O2 (centres undefined),3.7,1.7,1.1,3.5,0.5,1.1,1,1.64,3.1,1573,1.0
O=C(Cn1nc(C(F)(F)F)c2c1CCCCC2)N1CCOCC1,3.6,4.9,1.1,-6.0,13.9,1,1.1,.,-7.4,1512,0.8

Sorted by the number under PPARg SRC-3 ag (low to high): three from the list above.
Structure | PPARg SRC-3 ag
Cc1cccc(C)c1OCC(O)CNC(C)(C)C (centres undefined) | -1.8
CC1CCCCN1CC(=O)Nc1ccc2c(c1)OC(F)(F)O2 (centres undefined) | 3.1
O=C(C1CCCN1C(=O)c1cccs1)N1CCc2ccccc21 (centres undefined) | 14.5

Next records.
SMILES,PPARg SRC2 recr,S1P3 antagonist,PMI act hi M6P,Diaph inh CS,G6PDH CS,PMI act,Diaphorase act,ROMK mod,PPARg SRC-3 ag,TR-FRET SRC-2 ct,PPARg SRC1 recr
COc1ccc(-c2nn(CCC(=O)O)cc2/C=C2\SC(N)=NC2=O)cc1OC,-0.3,-1.9,1,28.1,-8.0,0.9,0.7,.,0.0,1669,1.8
O=C(CCNc1ccc(Cl)cc1)c1cccs1,2.5,9.4,1,16.9,-0.2,0.8,0.8,.,-3.4,1605,4.0
Cn1c(CSCc2ccc(Cl)cc2)nnc1SCC(=O)Nc1nc2ccccc2s1,5.5,.,1,-1.3,3.8,1,1,-0.882,-1.1,1494,3.0
[O-]/[N+](=C\c1ccc(OC(F)F)cc1)c1ccccc1,10.5,14.6,0.8,14.2,4.5,0.8,0.9,.,1.8,1634,8.0
CC1(C)CC(=O)C2=C(C1)NC(=O)CC2c1cc(F)ccc1F (centres undefined),6.3,12.2,1.1,3.8,-0.9,1,1,0.738,-9.7,1469,11.4
CCOC(=O)CCN(Cc1cccs1)S(=O)(=O)c1ccc(F)cc1,-1.8,.,0.8,16.9,2.5,0.9,0.8,-0.962,8.3,1558,2.8
O=C(Cc1csc(-c2ccccc2)n1)NCc1ccco1,4.5,-0.2,1,-11.0,-2.0,1.1,1.1,-0.0383,3.9,1528,-2.0
COC(=O)c1cc2oc(C)cc2n1CC(=O)Nc1ccc(C)c(C)c1,2.6,15.1,0.9,22.2,-3.7,0.9,0.8,.,-2.6,1396,-3.5
O=C(Nc1ccc2c(c1)OCCO2)C1CCN(S(=O)(=O)c2cccc3nsnc23)CC1,8.2,-21.6,0.9,0.6,9.6,0.9,1,.,8.2,1690,3.7
CCOc1ccc(/C(CCC(=O)O)=N/NC(=S)NCCc2ccccc2)cc1,4.3,-9.9,0.9,10.6,4.3,1,0.9,2.64,1.8,1689,3.3
Cc1[nH]c2ccc(CNS(=O)(=O)c3ccc(S(=O)(=O)N4CCOCC4)cc3)cc2c1C,-0.7,.,0.9,28.4,-0.4,0.9,0.7,-0.38,-4.8,1371,-0.3
CC(C)NC(=O)C(=O)NCCc1ccc(Cl)cc1,-1.1,.,1.1,6.9,-5.0,1,0.9,0.101,4.4,1313,0.5
c1ccc2nc3c(cc2c1)CCCCCC3,8.3,.,1,12.7,-2.2,1,0.9,0.0387,2.4,1317,0.9
COC(=O)c1ccccc1NC(=O)C1CCN(C(=O)c2cc(OC)c(OC)c(OC)c2)CC1,4.0,.,1,8.9,1.4,1.1,0.9,.,-4.0,1704,2.9
Cc1ccc(S(=O)(=O)N2CCN(C(=O)CSc3nnc(C)s3)C2)cc1,4.8,-16.3,0.9,12.4,-2.4,1,0.9,.,6.3,1580,4.9
Cc1ccc(CNC(=O)C23CN(Cc4ccccc4)CC2C(c2ccc([N+](=O)[O-])cc2)=NO3)cc1 (centres undefined),-8.0,.,1.1,11.2,1.6,0.9,0.9,.,5.6,1541,-0.8
Clc1ccc(OCc2nnc(SCc3nnc(-c4ccccc4)o3)o2)c(Cl)c1,7.3,-1.6,0.9,15.2,15.8,1.1,0.8,.,1.0,1578,6.5
O=C(c1cccc(F)c1)N1CCN(CC2CC3C=CC2C3)CC1 (centres undefined),4.0,7.3,1.1,23.5,4.4,1,0.8,0.377,7.9,1736,4.4
Cn1c(=O)n(C)c2cc([N+](=O)[O-])c(N3CCN(C(=O)c4ccccc4)CC3)cc21,-0.1,.,0.9,14.6,-1.1,0.9,0.9,-1.48,2.3,1407,3.1
O=c1c(C(c2nnnn2C2CCCCC2)N2CCCCC2)coc2ccc(Cl)cc12 (centres undefined),4.2,-4.8,1,0.6,1.9,0.9,1,-0.804,10.9,1416,4.3
O=C(Cc1c[nH]c2ccccc12)Nc1nc2ccccc2[nH]1,8.5,-9.8,0.9,8.0,-5.4,1,0.9,0.719,11.6,1512,6.7
Cc1ccccc1C(=O)NCCCc1ccccc1,-2.8,-3.1,0.9,12.2,0.2,0.9,0.9,-0.298,2.4,1470,-3.6
N#Cc1sc2nc3c(c(-c4ccco4)c2c1N)CCCC3,-2.1,0.0,0.9,51.7*,8.1,1,0.5,0.67,-10.5,1450,-9.0
Cc1cccc(/C=C\c2nc3ccccc3c(=O)[nH]2)c1,-1.0,-9.5,1.1,-5.2,-2.2,1.1,1.1,0.47,-2.9,1465,-0.6
CCCn1c(NCc2cc(C)ccc2O)nc2ccccc21,10.4,.,0.9,22.5,-1.5,0.9,0.8,-0.254,-9.6,1554,2.9
CC(C)NC(=O)c1ccc(-n2nc(C(F)(F)F)c3c2CCCC3)cc1,1.5,-1.0,1,6.9,4.2,1,0.9,.,4.4,1553,-0.9
CC(C)(C)c1cn(-c2ccc(F)cc2)c(=S)[nH]1,2.6,.,1,15.9,-9.5,1,0.8,0.611,2.3,1660,-0.2
COc1ccc(C(=O)N(CC2CCCO2)C(C(=O)NCCC(C)C)c2ccc(C)cc2)cc1OC (centres undefined),1.6,4.6,1.1,4.7,2.5,0.9,1,-0.287,1.7,1647,1.3
O=C(CSC(=S)N1CCSCC1)c1ccccc1,3.0,0.4,0.9,0.7,1.3,1.1,1,-0.81,2.9,1705,4.6
CCN(CC)CCCn1c(C)cc2c(c1=O)C(c1cc(OC)c(OC)cc1OC)C(C#N)=C(N)O2 (centres undefined),12.3,2.3,1,6.7,-1.6,1,0.9,.,11.2,1656,3.1

Continued, starting with the last 2 of the part before.
SMILES,PPARg SRC2 recr,S1P3 antagonist,PMI act hi M6P,Diaph inh CS,G6PDH CS,PMI act,Diaphorase act,ROMK mod,PPARg SRC-3 ag,TR-FRET SRC-2 ct,PPARg SRC1 recr
O=C(CSC(=S)N1CCSCC1)c1ccccc1,3.0,0.4,0.9,0.7,1.3,1.1,1,-0.81,2.9,1705,4.6
CCN(CC)CCCn1c(C)cc2c(c1=O)C(c1cc(OC)c(OC)cc1OC)C(C#N)=C(N)O2 (centres undefined),12.3,2.3,1,6.7,-1.6,1,0.9,.,11.2,1656,3.1
CN1/C(=C\C(=O)C[n+]2cccc(Br)c2)C(C)(C)c2ccccc21,5.0,-1.2,0.9,16.7,5.3,1,0.8,-0.219,2.0,1470,-1.2
CCc1c(C(=O)NN2C(=O)C3CCCCC3C2=O)csc1C (centres undefined),0.8,12.5,1.1,2.5,2.9,1,1,-1.34,-0.4,1455,6.5
CCc1cc2c(N3CCN(C(=O)c4ccco4)CC3)ncnc2s1,2.3,-12.4,0.9,14.5,9.5,0.9,0.9,-1.24,5.2,1444,1.5
O=c1c2ccc([N+](=O)[O-])cc2ncn1Cc1ccccc1C(F)(F)F,9.1,1.8,0.9,9.8,0.7,1,0.9,-0.437,3.3,1699,1.8
CCc1nc2sc3c(c2c(=O)n1N)CCC3,6.0,-16.5,1,14.3,7.1,0.9,0.9,-0.596,0.4,1375,6.5
CC(C)(C)N(NC(=O)OCc1ccccc1)C(=O)c1ccccc1,6.6,-4.3,1,9.2,5.5,1.1,0.9,0.281,1.4,1678,2.8
COc1cc(NC(=S)N2CCN(C(=O)c3ccco3)CC2)c(OC)cc1Cl,2.5,-2.2,0.8,8.5,17.5,0.8,0.9,.,1.7,1445,4.3
CCOC(=O)COn1c(=O)c(-c2cccs2)[n+]([O-])c2ccccc21,6.0,-24.6,0.7,15.2,1.1,0.8,0.8,-4.18*,-5.7,1537,0.4
NC(=O)N/N=C/c1cn(-c2ccccc2)nc1-c1ccccc1,0.6,-5.9,1,8.3,-1.7,1,0.9,.,1.2,1539,0.8
CCOC(=O)N1CCC(NC(=O)c2ccc3c(=O)n4c(nc3c2)CCCC4)CC1,-4.2,23.5,1.1,-4.9,3.1,1,1,0.0197,3.7,1546,-0.7
CS(=O)(=O)c1cnc2c(S(=O)(=O)c3ccccc3)cnn2c1N,-2.4,-2.6,0.9,22.9,2.7,0.9,0.8,-0.216,-1.8,1670,7.3
CCC1=NN(C(=O)C(=O)Nc2ccc(OC)cc2)C(O)(C(F)(F)F)C1 (centres undefined),6.4,.,1,-10.4,6.6,1,1.1,0.153,9.8,1521,-3.1
